Source: PubChem BioAssay (Southern Research Specialized Biocontainment Screening Center)
K1F lysis inhibition = inhibition of K1F phage lysis, E. coli UTI89, bacterial capsule biogenesis inhibitors, alamar blue (AID 488966) | E. coli UTI89 K1F phage lysis, alamar blue, 2 h; higher % means a stronger effect | one-dose inhibition, % at 100 µM; IC50 in µM for titrated hits | 340,000 compounds, 0.02% hits;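 active means phage lysis inhibition, versus mean bacterial control, above a set limit; inconclusive means no clear call, values can overlap the other calls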;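 further: capsule biogenesis inhibitors block K1F phage lysis so surviving cells raise fluorescence; higher fluorescence means more inhibition of phage lysis; actives were called in the ten point dose series up to 300 µM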
Dengue-2 NS5 capping = Dengue-2 NS5 methyltransferase inhibitors, primary screen, biochemical, confirmation dose response (AID 588689); Genome polyprotein (Dengue virus type 2 (strain 16681-PDK53)); Dengue-2 NS5 methyltransferase capping enzyme assay, biochemical; higher % means a stronger effect; inhibition, % at 25 µM; hits with a dose series show IC50 in µM; 340,000 compounds, 0.3% hits; in the data active means a potency from the dose series; inconclusive means inhibition above about 29% without an active follow-up result
Dengue-2 NS5 capping pilot replicate = also measured in Dengue-2 NS5 capping; calls as there; inhibition, %; measured here: pilot screen replicate inhibition
Active calls of the source: *; ? = inconclusive; [ ] = dose if it differs, or a comment. Only part of the results is shown (hit frequency here may not be typical).

SMILES	K1F lysis inhibition	Dengue-2 NS5 capping	others
O=C1CCc2ccccc2O1	3.7%	-0.7%
CCOC(=O)Nc1c(Cl)[nH]c(=O)n(C)c1=O	1.0%	6.2%
COc1cccc(NC(=O)COc2cccnc2[N+](=O)[O-])c1	-1.8%	-2.4%
Cc1cc(NC(=O)c2cc3ccccc3o2)no1	-0.4%	-0.7%
O=C(CC1C[C@H](C(=O)N2CCOCC2)[C@@]2(CCC3CCCC3)c3[nH]c4ccccc4c3CCN2C1=O)NCc1cccc(C(F)(F)F)c1 (some centres undefined)	0.1%	-4.6%	Dengue-2 NS5 capping pilot replicate=-4.0
O=C1C=C(c2ccc(C(=O)O)c(Cl)c2)C[C@@H](c2ccc3c(c2)OCO3)C1	1.0%	-9.2%
CC(C)NC(=O)Nc1ccc2c(c1)C(=O)N([C@H](C)CO)C[C@H](C)[C@@H](CN(C)C(=O)Nc1ccc(C(F)(F)F)cc1)O2	0.3%	-3.3%	Dengue-2 NS5 capping pilot replicate=-6.1
CCOC(=O)C1CCN(S(=O)(=O)c2ccc3c4c(cccc24)C(=O)N3CC)CC1	-3.3%	-7.0%
CCN(CC)CCOC(=O)c1ccc(N=CC2=C(O)CC(C)(C)CC2=O)cc1	0.2%	-5.4%
O=C(C[C@H]1C/C=C\CC[C@H](Cc2ccc(F)cc2)C(=O)O[C@@H](c2ccccc2)CNC1=O)N[C@H](CO)Cc1ccccc1	1.8%	-9.8%
CC(=O)Nc1ccc(S(=O)(=O)NN=Cc2ccc(Cl)c(Cl)c2)cc1	-0.1%	15.3%
COc1ccc(CCNS(=O)(=O)c2ccc3[nH]c(=O)[nH]c3c2)cc1	5.4%	-1.2%
CCCN=C1N(C)C[C@@H]2[C@@H]3C(=O)N(C)C(=O)[C@@H]3[C@](C)(C(=O)OC)N12	0.4%	4.0%	Dengue-2 NS5 capping pilot replicate=-4.3
Cc1cc(OCC(=O)OCC(=O)NCc2cccs2)ccc1Cl	0.8%	-2.7%
O=C(C1CC(=O)N(c2ccc3c(c2)OCCO3)C1)N1CCN(S(=O)(=O)c2cccc(F)c2)CC1 (centres undefined)	-0.5%	-6.7%
CCC(C)C(N)C1=NC(C(=O)N[C@@H](CC(C)C)C(=O)N[C@H](CCC(=O)O)C(=O)N[C@H](C(=O)N[C@H]2CCCCNC(=O)[C@H](CC(N)=O)NC(=O)[C@@H](CC(=O)O)NC(=O)[C@H](Cc3cnc[nH]3)NC(=O)[C@@H](Cc3ccccc3)NC(=O)[C@H]([C@@H](C)CC)NC(=O)[C@@H](CCCN)NC2=O)[C@@H](C)CC)CS1 (some centres undefined)	-4.5%	0.8%
COc1cc(-c2cc(C(=O)Nc3cc(S(=O)(=O)N4CCOCC4)ccc3C)c3ccccc3n2)cc(OC)c1OC	0.3%[50 µM]	-1.4%
O=C(COC(=O)CCCN1C(=O)c2cccc3cccc(c23)C1=O)NC1CCS(=O)(=O)C1 (centres undefined)	1.2%[50 µM]	-10.1%
Cc1noc(C)c1NC(=O)N(C)C[C@H]1Oc2ccc(NS(=O)(=O)c3cn(C)cn3)cc2C(=O)N([C@H](C)CO)C[C@@H]1C	0.8%	-6.3%
CC[C@]12c3[nH]c4cc(-c5ccco5)ccc4c3CCN1C(=O)[C@@H](CC(=O)NCCCOC)C[C@@H]2C(=O)N1CCN(C(=O)C2CC2)CC1	0.2%	-6.9%	Dengue-2 NS5 capping pilot replicate=-7.0
CC[C@H]1c2[nH]c3ccc(C(C)C)cc3c2[C@@H]2CCN3C(=O)CCC[C@H]1[C@H]23	0.0%	-1.6%
O=C1NC(=O)C(CCc2ccccc2)(c2ccccc2)N1 (centres undefined)	-0.6%	5.4%
CON(C)C(=O)/C=C/c1ccc([B-](F)(F)F)cc1	-0.3%	-1.9%
CCOC(=O)C1=CNS(=O)(=O)NC1c1ccc(C#N)cc1 (centres undefined)	0.2%	2.0%	Dengue-2 NS5 capping pilot replicate=-2.1
COc1ccc(Cl)cc1NC(=O)CN(C)C(=O)c1cccc(-n2cnnn2)c1	0.5%[50 µM]	2.2%
O=C(NCc1ccccc1Cl)[C@@H]1CCCN1S(=O)(=O)c1ccc(Cl)cc1	0.8%	3.2%
CCOC(=O)NC(=O)CSc1ccc(S(=O)(=O)N2CCCCC2)cn1	0.1%[50 µM]	3.0%
CCN(CC)C(=O)[C@H]1C[C@H](CC(=O)NCc2cccc(C(F)(F)F)c2)C(=O)N2CCc3c([nH]c4cc(CCC(=O)N(C)C)ccc34)[C@]12C	0.0%	-2.6%	Dengue-2 NS5 capping pilot replicate=4.9
O=C(Nc1ccccc1Cl)c1ccc(C(=O)Nc2ccccc2Cl)cc1	6.3%	3.1%
Cc1ccc(OCCNC(=O)C(C)SCC(=O)Nc2ccc(F)cc2)cc1 (centres undefined)	0.5%[50 µM]	-4.0%
Cc1ccc(C)c(N2CCN(C(=O)CCc3nc(-c4ccccc4Br)no3)CC2)c1	0.1%	0.7%	Dengue-2 NS5 capping pilot replicate=0.0
Cc1ccc2c(c1)C1(C(=O)N2)N2CCCC2C(C(=O)c2ccc3ccccc3c2)C12C(=O)Nc1ccccc12 (centres undefined)	0.3%	-10.7%
COc1ccc2c(c1C)CCC(C)(C#N)C2=O (centres undefined)	-0.5%	-5.7%
Cc1ccccc1C(=O)N1CCC2CC1c1cc(-c3ccc(F)cc3)ccc12 (centres undefined)	0.0%	0.3%	Dengue-2 NS5 capping pilot replicate=-1.8
COc1ccc2c(COC(=O)[C@@H]3CCCN3S(=O)(=O)c3ccc(Cl)cc3)cc(=O)oc2c1	-0.5%[50 µM]	-13.0%
CCN(C[C@H]1N[C@@](Cc2ccccc2)(C(=O)OC)[C@H]2C(=O)N(C)C(=O)[C@@H]12)S(=O)(=O)c1ccc(-c2ccccc2)cc1	0.1%	-2.3%	Dengue-2 NS5 capping pilot replicate=1.5
CC(C)NC(=O)Nc1cccc2c1O[C@H](CN(C)C(=O)NC(C)C)[C@@H](C)CN([C@H](C)CO)C2=O	0.1%	3.0%	Dengue-2 NS5 capping pilot replicate=0.9
COc1cc(/C=C/C(=O)OC[C@H]2O[C@H](OC3(CO)OC(CO)C(O)C3O)[C@H](O)[C@@H](O)[C@@H]2O)ccc1O (some centres undefined)	1.9%	-5.6%
O=S1(=O)[C@H]2C[C@H](CO)O[C@@]2(CO)CN1Cc1ccc(-c2ccc(F)cc2)cc1	0.1%	-6.0%	Dengue-2 NS5 capping pilot replicate=3.3
COC(=O)[C@@]1(C)[C@H]2C(=O)N(Cc3ccccc3)C(=O)[C@H]2[C@H]2CN=C(SCC3CC3)N21	0.0%	-2.6%	Dengue-2 NS5 capping pilot replicate=1.2

Arranged by count of non-hydrogen atoms (lowest first): part of the list above.
SMILES	K1F lysis inhibition	Dengue-2 NS5 capping	others
CON(C)C(=O)/C=C/c1ccc([B-](F)(F)F)cc1	-0.3%	-1.9%
CCCN=C1N(C)C[C@@H]2[C@@H]3C(=O)N(C)C(=O)[C@@H]3[C@](C)(C(=O)OC)N12	0.4%	4.0%	Dengue-2 NS5 capping pilot replicate=-4.3
CCOC(=O)NC(=O)CSc1ccc(S(=O)(=O)N2CCCCC2)cn1	0.1%[50 µM]	3.0%
O=C(NCc1ccccc1Cl)[C@@H]1CCCN1S(=O)(=O)c1ccc(Cl)cc1	0.8%	3.2%
COc1ccc(Cl)cc1NC(=O)CN(C)C(=O)c1cccc(-n2cnnn2)c1	0.5%[50 µM]	2.2%

Carrying on:
SMILES	K1F lysis inhibition	Dengue-2 NS5 capping	others
CC(=O)N1CCN(C(=O)c2cc3c(s2)CCCC3)CC1	-0.1%[50 µM]	-8.7%
N#CC1(c2cccc(Br)c2)C(=O)Nc2ccccc21 (centres undefined)	-0.5%	0.7%
O=C(CSc1nc2ccccc2c(=O)n1-c1ccc(F)cc1)NC1CCS(=O)(=O)C1 (centres undefined)	1.0%[50 µM]	0.0%
C[C@H](CO)N1C[C@H](C)[C@@H](CN(C)S(=O)(=O)c2cccs2)Oc2c(NC(=O)Nc3ccccc3)cccc2C1=O	1.1%	-49.8%
C[C@H]1CN(S(=O)C(C)(C)C)[C@H](CCO)/C1=C\CCO (some centres undefined)	0.1%	4.0%	Dengue-2 NS5 capping pilot replicate=-3.1
O=c1cc(Cc2ccc([N+](=O)[O-])cc2)[nH]c(=O)[nH]1	2.5%	1.2%
O=C(Nc1cccc(S(=O)(=O)N2CCOCC2)c1)c1cc(=O)[nH]c2ccccc12	1.6%[50 µM]	5.1%
CC(C)(C)C(=O)Nc1cccc(-c2ccc[nH]2)n1	-3.1%	8.5%
CN(Cc1cnc2nc(N)nc(N)c2n1)c1ccc(C(=O)NC(CCC(=O)O)C(=O)O)cc1C(F)(F)F (centres undefined)	-1.5%	9.3%
COc1ccc(C(=O)NCCN2CCOCC2)cc1S(=O)(=O)Nc1ccc(C)cc1	3.2%[50 µM]	6.7%
O=C1C2CC=CCC2C(=O)N1c1nccs1 (centres undefined)	-3.4%	1.6%
CCOC(=O)C1CCN(C(=O)C(C)Sc2nnc3ccccn23)CC1 (centres undefined)	3.3%	-3.9%
N#Cc1ccc(NC(=O)COC(=O)c2cccnc2Cl)cc1	1.4%[50 µM]	0.8%
COc1ccc(NS(=O)(=O)c2ccc(Cl)c(NC(=O)c3ccccc3F)c2)cc1	-2.3%	-8.2%
O=C1CN(N=Cc2ccco2)C(=O)N1	-5.5%	-7.8%
Cc1ccc(NC(=O)CN(C)C(=O)COC(=O)[C@@H](NC(=O)c2ccccc2F)C(C)C)cc1	0.4%[50 µM]	-8.8%
O=C(NCc1cccnc1)c1ccc(NS(=O)(=O)c2cccc([N+](=O)[O-])c2)cc1	-2.4%	-2.4%
CCOC(=O)[C@@H]1[C@H]2COc3ccc(Br)cc3[C@H]2N2C(=O)N(c3ccc(OC)cc3)C(=O)[C@]12C	2.9%	-7.2%
O=C1CCn2c1c(O)c1ccccc1c2=O	-4.8%	?
NC(=S)NN=C1CCC2(CCCCC2)CC1	-1.4%	-0.8%
CCC(C)c1ccccc1N1CC(C(=O)N2CCN(S(=O)(=O)c3cccc([N+](=O)[O-])c3)CC2)CC1=O (centres undefined)	0.2%[50 µM]	-5.0%
O=C(CSc1nnc(-c2ccccc2F)o1)NC1CC1	1.0%[50 µM]	-9.9%
O=S(=O)(Nc1ccc(-c2ccc(NS(=O)(=O)c3ccccc3)cc2)cc1)c1ccccc1	-1.2%	-1.6%
O=C(Cc1ccc(S(=O)(=O)N2CCOCC2)s1)N1CCN(S(=O)(=O)c2ccccc2[N+](=O)[O-])CC1	0.9%[50 µM]	0.7%
Cc1ccc(NC(=O)c2nc[nH]c2C(=O)NCCCNC(=O)c2[nH]cnc2C(=O)Nc2ccc(C)cc2)cc1	0.9%	-2.4%
CC1CC(C)(C)CC2(C1)NC(=O)N(CC(=O)Nc1cc(C(F)(F)F)ccc1N1CCCCC1)C2=O (centres undefined)	-0.3%	-3.6%
COc1ccc(C2=Nn3c(nnc3-c3ccccc3F)SC2)cc1OC1CCOC1 (centres undefined)	-0.1%	-6.6%
NC(=O)C1C2C=CC(C2)C1c1ccccc1 (centres undefined)	-2.1%	-5.4%
CCCCCC1C(=O)CCC1CC(=O)OC (centres undefined)	4.5%	0.7%
N#Cc1cccnc1N1CCN(C(=O)c2cccc3c2C(=O)c2ccc(-c4ccc(Cl)c(C(F)(F)F)c4)cc2S3(=O)=O)CC1	-0.4%	-1.6%
COc1ccc(CCNC(=O)Cc2cc3c(cc2[N+](=O)[O-])OCO3)cc1OC	-0.4%	-4.8%
Cc1ccc(NC(=O)c2ncn(CCCNCc3ccccc3)n2)cc1C	0.3%	-6.0%	Dengue-2 NS5 capping pilot replicate=-8.9
O=C(Nc1cccc(S(=O)(=O)NC2=NCCC2)c1)c1ccc(F)cc1	-0.3%[50 µM]	-1.5%
Cc1nn(-c2ccc(Cl)cn2)c2c1C(=O)CC(C)(C)C2Br (centres undefined)	0.0%	-1.0%	Dengue-2 NS5 capping pilot replicate=-1.8
Cc1ccc(S(=O)(=O)NCC(=O)OCC(=O)NCc2ccco2)cc1	0.4%[50 µM]	1.5%
COc1c2ccoc2cc2oc(=O)ccc12	3.6%	5.1%
O=c1[nH]cnc(CN2CCCCC2)c1O	-1.7%	-1.2%
COc1ccc(-c2noc(CCCC(=O)N3CCN(c4cc(C)ccc4C)CC3)n2)cc1	0.0%	-3.3%	Dengue-2 NS5 capping pilot replicate=2.4
COc1ccc(-c2cccc(-c3cc(=O)oc4cc(OC)cc(OC)c34)c2)cc1	1.0%	-8.3%	Dengue-2 NS5 capping pilot replicate=2.7
CN(c1ccc(OCC(=O)Nc2ccc(S(N)(=O)=O)cc2)cc1)S(=O)(=O)c1ccc(F)cc1	0.0%[50 µM]	-13.0%
O=C(NCCc1ccc2c(c1)OCCO2)c1cc(S(=O)(=O)N2CCCC2)ccc1Cl	0.0%[50 µM]	1.4%
COc1cccc(NC(=O)CN(C)C(=O)c2ccc3[nH]c4c(c3c2)CC(C)CC4)c1 (centres undefined)	1.3%[50 µM]	-3.6%
C[C@H]1COC(=O)[C@@H](CC(=O)OC(C)(C)C)C/C=C\C[C@H](CC(=O)NCCO)C(=O)N1	2.9%	0.0%
O=C(N=Nc1c(O)[nH]c2ccccc12)Nc1ccccc1	-3.1%	-5.7%
